# APOBEC3G inh: APOBEC3G (human) deaminase inhibition; Q9HC16; recombinant A3G, ssDNA deamination FAM/TAMRA fluorescence; inhibition, % at 20 µM; actives 0.28% (n = 330,000);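 active means inhibition of at least 40% at 20 µM, with no more than 30% in the related APOBEC3A deaminase screen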;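 further: plate controls were DMSO wells with A3G for no effect and wells lacking A3G enzyme for full effect; some compounds called inactive have numbers as strong as hits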
# Target sequence (Q9HC16 whole entry, looked up): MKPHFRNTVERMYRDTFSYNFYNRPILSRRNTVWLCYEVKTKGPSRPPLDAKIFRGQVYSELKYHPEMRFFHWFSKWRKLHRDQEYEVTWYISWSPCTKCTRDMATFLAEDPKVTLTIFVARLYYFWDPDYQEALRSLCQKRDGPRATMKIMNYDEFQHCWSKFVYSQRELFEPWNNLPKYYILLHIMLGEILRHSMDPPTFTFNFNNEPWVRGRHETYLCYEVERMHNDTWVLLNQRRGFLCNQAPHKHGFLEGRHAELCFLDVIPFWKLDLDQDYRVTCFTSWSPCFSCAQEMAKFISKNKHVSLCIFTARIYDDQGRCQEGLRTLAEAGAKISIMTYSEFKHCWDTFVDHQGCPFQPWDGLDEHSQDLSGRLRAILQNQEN
# mIAP block: mouse IAP inhibition; purified mouse IAP, CDP-Star luminescence, 30 min; inhibition, % at 10 µM; actives 0.2% (n = 330,000); AID 2806;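 active means inhibition of at least 40% at 10 µM in the primary screen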;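 further: plate controls were DMSO with enzyme for no effect and no enzyme wells for full effect; values of inactives mirror those of a sister screen read the other way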
# ATG4B inh: ATG4B (human) cysteine protease inhibition. actives 0.51% (n = 340,000). ATG4B cleavage of LC3-PLA2, NBD-HPC fluorescence, 1 h. AID 504462. Q9Y4P1. inhibition, % at 8.33 µM; in the data active means inhibition above about 40%
# Target sequence (Q9Y4P1 whole entry, looked up): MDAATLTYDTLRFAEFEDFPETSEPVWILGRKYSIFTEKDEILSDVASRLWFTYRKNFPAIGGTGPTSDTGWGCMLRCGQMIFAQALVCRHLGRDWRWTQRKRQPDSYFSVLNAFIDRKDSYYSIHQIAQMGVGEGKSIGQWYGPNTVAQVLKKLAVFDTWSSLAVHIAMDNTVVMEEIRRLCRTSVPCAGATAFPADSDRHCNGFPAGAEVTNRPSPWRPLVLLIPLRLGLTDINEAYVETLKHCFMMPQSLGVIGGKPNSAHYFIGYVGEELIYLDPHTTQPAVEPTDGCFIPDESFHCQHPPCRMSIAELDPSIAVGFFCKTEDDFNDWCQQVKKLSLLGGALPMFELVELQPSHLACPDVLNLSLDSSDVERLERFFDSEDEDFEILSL
# A3A deaminase: blocks human APOBEC3A ssDNA deamination; P31941; recombinant A3A, FAM/TAMRA ssDNA deamination fluorescence; inhibition, % at 20 µM; actives 0.41% (n = 330,000); AID 493011;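 active means at least 40% inhibition at 20 µM here, with at most 30% in a related deaminase screen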;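 further: plate controls were A3A with DMSO for no effect and wells lacking A3A enzyme for full effect; some results filed as inactive read as strong as hits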
# Target sequence (P31941 whole entry, looked up): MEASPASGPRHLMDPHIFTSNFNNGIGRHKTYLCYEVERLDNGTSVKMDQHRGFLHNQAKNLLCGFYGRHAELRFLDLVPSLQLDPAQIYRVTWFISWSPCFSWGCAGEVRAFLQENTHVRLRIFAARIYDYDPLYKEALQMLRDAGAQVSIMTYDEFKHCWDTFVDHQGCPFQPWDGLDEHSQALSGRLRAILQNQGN
# hIAP inh: blocks human intestinal alkaline phosphatase; AID 2544; actives 0.12% (n = 330,000); purified IAP, CDP-Star luminescence, 30 min; P09923; inhibition, % at 10 µM;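 active means inhibition reaching a set limit with compound at 10 µM in the primary screen, cut at about 35% in these data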;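 further: plate controls were DMSO wells with enzyme for no effect and no-enzyme buffer wells for full effect; values of inactives mirror those of a sister screen read the other way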
# hIAP act: human IAP activation; activation factor at 10 µM; actives 0.16% (n = 330,000); P09923; purified human IAP, CDP-Star luminescence, 30 min; hits give high values; 1 = vehicle-only enzyme, 0 = enzyme-free background;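 active means activation factor of the enzyme at least 2-fold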; further: the source names both 10 and 20 µM as test concentration; values of inactives mirror those of a sister screen read the other way
# mIAP act: increases mouse intestinal alkaline phosphatase activity | AID 2805 | muIAP, CDP-Star luminescence, 30 min; hits give high values; 1 = vehicle-only enzyme signal, 0 = enzyme-free wells | actives 0.24% (n = 330,000) | activation factor at 10 µM;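 active means activation factor of at least 2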; further: the source names both 10 and 20 µM as test concentration; values of inactives mirror those of a sister screen read the other way
#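 System: mouse IAP enzyme. Reagent: CDP-Star chemiluminescent phosphatase substrate. Benchmarks: DMSO wells, no-enzyme wells. Times: 30 min enzyme-substrate-compound incubation at room temperature. Detection: luminescence from enzymatic CDP-Star hydrolysis. Doses: test compounds delivered from DMSO solution.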
# beta cell repl: induces beta-cell replication in MIN6 cells; proliferation, % at 10 µM; actives 0.29% (n = 330,000); MIN6 cells proliferation, ATPlite luminescence, 48 h; cells starved in 0.2% serum; 100% = growth in 10% serum; AID 2380;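 active means compounds whose signal lies at least 3.5 SD above the mean of all wells on their plate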;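 further: 0% = DMSO-treated cells in low-serum medium and 100% = 10% serum control; some compounds called inactive have numbers as strong as hits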
# MPTP block: inhibitors of mitochondrial permeability transition pore; inhibition, % at 10 µM; isolated mouse mitochondria, Ca2+ swelling absorbance, 30 min; actives 1.4% (n = 360,000); AID 602449;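 active means inhibition of 50% or more, scaled per plate between neutral and stimulator controls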;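 further: 0% = DMSO wells given calcium and 100% = 1 mM EGTA wells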
# * = called active by the depositor; nt = not tested or not shown.
SMILES,APOBEC3G inh,mIAP block,ATG4B inh,A3A deaminase,hIAP inh,hIAP act,mIAP act,beta cell repl,MPTP block
COc1cccc(NC(=O)CN(C)C(=O)c2c(C)nn(CC(C)C)c2Cl)c1,2,-5,5,0,16,0.84,1.1,-2,-0.5
COc1cc(OC)c2ccc(=O)oc2c1C(CC(=O)N1CCCC1)c1ccc2c(c1)OCO2 (stereo not drawn),26,-2,-8,47*,-16,1.2,1,1,-0.3
Cc1cc(=O)oc2cc(OCC(=O)NCCCn3ccnc3)ccc12,-2,-4,5,-4,21,0.79,1,-5,-0.6
CC(=O)c1c(O)c2ccccc2n(C2CCCCC2)c1=O,0,1,-18,8,1,0.99,0.99,-6,-5.6
Cc1cc(=O)[nH]c(SCC(=O)NN(c2ccccc2)c2ccccc2)n1,-5,4,-4,-1,-7,1.1,0.96,-1,0.7
CC(C)N1C(=O)S/C(=C/c2cccnc2)C1=O,-7,0,-10,-4,12,0.88,1,-4,3.3
Cc1cccn2c(=O)c3cc(C(=O)NCCCOC(C)C)sc3nc12,-2,6,-1,-3,-24,1.2,0.94,2,0.9
CC1C(=O)N(Cc2cccc(F)c2)c2ccccc2N1C(=O)c1ccccc1 (stereo not drawn),-1,-5,10,2,16,0.84,1,2,0.1
CC(=O)Nc1cccc(NC(=O)C2CCCN2C(=O)Nc2ccc(C)cc2)c1 (stereo not drawn),2,2,-8,-1,-3,1,0.98,-2,-0.4
COc1cccc(CC(=O)Nc2nc(-c3ccc(F)c(F)c3)cs2)c1,-5,-40,-7,0,4,0.96,1.4,-4,-2.1
CN(C(=O)COC(=O)c1ccc(-c2ccc(O)cc2)cc1)C1CCS(=O)(=O)C1 (stereo not drawn),-3,0,11,6,10,0.9,1,-2,2.2
COc1ccccc1NC(=O)COC(=O)c1cc2c(s1)CCC2,6,-1,3,56*,10,0.9,1,-1,1.5
O=C(CC(=O)NC1CCCCC1)N/N=C/c1ccccc1Cl,-9,5,4,-7,6,0.94,0.95,0,-1.6
Cn1nc(C(=O)NCCc2ccc3c(c2)OCCO3)c2ccccc2c1=O,-7,6,1,1,-10,1.1,0.94,1,-1.3
O=S(=O)(c1ccc(NC2CCCCC2)cc1)N1CCOCC1,-6,-10,-12,-3,3,0.97,1.1,0,-0.4
Cc1ccc(C(=O)NCC(=O)NC23CC4CC(CC(C4)C2)C3)cc1,-2,-7,0,0,-1,1,1.1,-3,-1.1
CCOC(=O)c1ccc(NC(=O)c2nc[nH]c2C(=O)N2CCC(C)CC2)cc1,-12,3,-1,0,-28,1.3,0.97,-1,-1.0
CC1(C)C2CCC1(C)C(NC(=O)/C=C/c1ccccc1)C2 (stereo not drawn),-10,-6,15,-4,0,1,1.1,-4,-2.4
Cc1ccc(N2CCN(CC(O)COC3CCCCC3)CC2)cc1 (stereo not drawn),-2,-5,-8,-4,-4,1,1.1,-3,1.8
Cc1nnc(NC(=O)CSc2nnc(Cc3cccn3C)n2C)s1,-4,-14,-2,1,10,0.9,1.1,3,-0.4
CC(Sc1nc(N)cc(=O)[nH]1)C(=O)NCC(=O)Nc1ccc(F)c(F)c1F (stereo not drawn),-8,11,9,-2,-2,1,0.89,-4,0.1
CCN(CC)CCNC(=O)c1ccc(NC(=O)/C=C/c2ccc3ccccc3n2)cc1,-5,8,1,1,-2,1,0.93,-5,-0.6
O=C(c1ccc2c3n(nc2c1)-c1ccccc1CO3)N1CCCCC1,-10,4,6,0,-3,1,0.96,-5,-0.7
Cc1ccc(C(=O)/C=C/Nc2cccc(O)c2)cc1,-8,4,-9,-4,20,0.8,0.96,-3,2.7
CCC(=O)Nc1ccc(C(=O)NNC(=O)c2ccc(C)cc2)cc1,-9,5,2,-7,2,0.98,0.95,1,0.6

# Remaining list, next part.
SMILES,APOBEC3G inh,mIAP block,ATG4B inh,A3A deaminase,hIAP inh,hIAP act,mIAP act,beta cell repl,MPTP block
O=C(COc1cc(O)c2c(=O)cc(-c3ccccc3)oc2c1)c1cccc([N+](=O)[O-])c1,-8,9,2,-4,-10,1.1,0.91,-1,5.4
COc1ccc2cc(/C=N/NC(=O)c3ccc(CN(c4ccc(C)c(C)c4)S(C)(=O)=O)cc3)c(Cl)nc2c1,0,10,0,-1,15,0.85,0.9,0,-0.7
CC(=O)NCCc1nc2ccccc2n1Cc1ccccc1,-2,4,-7,-1,8,0.92,0.95,1,-0.3
Cc1nc(SCC(=O)Nc2ccc(OCc3ccccc3)cc2)n[nH]1,-11,7,-3,-2,-39,1.4,0.93,-6,0.4
Cc1cc(C(=O)N2CC(C)CC(C)C2)c(C)o1 (stereo not drawn),-6,1,2,-5,18,0.82,0.99,2,-0.8
CN(C)C(=O)N1CCCC(C(=O)NCc2ccccc2Cl)C1 (stereo not drawn),-6,0,9,-4,-30,1.3,1,-2,0.6
Cc1nc2c(C(=O)NCc3cccs3)cnn2c(C)c1Cc1ccc(F)cc1,-3,-7,nt,2,-9,1.1,1.1,0,nt
O=C(COc1ccccc1Cl)Nc1cc(NC(=O)COc2ccccc2Cl)cc(C(=O)O)c1,-1,6,18,2,7,0.93,0.94,-4,2.3
CC1CCN(C(=O)C2CCN(S(=O)(=O)c3cccc4nsnc34)CC2)CC1,6,10,-3,11,7,0.93,0.9,-3,3.4
CCOc1ccccc1OCC(=O)N/N=C(\C)Cc1ccc(OC)cc1,1,6,0,-1,-4,1,0.94,0,1.2
CCc1nccn1-c1cc(C(C)(C)C)nc2c(-c3ccc(Cl)cc3)cnn12,-6,-6,-4,-1,4,0.96,1.1,-6,0.3
Cc1c2cnn(CC(=O)NCCCN3CC(C)CC(C)C3)c(=O)c2c(C)n1Cc1ccc(Cl)cc1 (stereo not drawn),-5,-17,0,-4,-38,1.4,1.2,-4,-0.1
c1ccc2c(c1)nc1n2CN(Cc2ccc3c(c2)OCO3)CN1,-6,-7,-4,-1,12,0.88,1.1,1,-2.0
CC(=O)c1c(C)n(-c2ccc(N(C)C)cc2)c2ccc(OCC(N)=O)cc12,-2,-16,82*,-1,12,0.88,1.2,0,0.4
COc1ccc(OCC(=O)N2CC3(C)CC2CC(C)(C)C3)cc1 (stereo not drawn),-5,5,0,-2,11,0.89,0.95,-2,0.0
COc1ccc(Nc2nnc(C)c(=O)[nH]2)cc1,-6,5,0,-1,12,0.88,0.95,-2,2.9
CC(C)CCNC(=O)CN(CC1CCCO1)C(=O)CCC(=O)Nc1ccccn1 (stereo not drawn),-9,-10,-2,-3,-14,1.1,1.1,-1,0.1
O=C(NC1CC1)c1ccc(Cl)c(S(=O)(=O)N2CCOCC2)c1,-10,-5,3,-2,-18,1.2,1,-1,1.2
O=C(NCc1ccco1)c1ccccc1SCC(=O)N1CCCC1,-9,6,-6,-4,14,0.86,0.94,1,-0.3
O=C(CCNC(=O)Cn1cnc2ccccc2c1=O)NCC1CCCO1 (stereo not drawn),-2,8,-11,-1,-2,1,0.92,-1,0.2
Cc1ccccc1N/C(=C(/C(Cl)=C(Cl)Cl)[N+](=O)[O-])n1nnc2ccccc21,5,5,7,1,11,0.89,0.95,-1,2.4
O=C(Nc1nc(-c2ccccn2)cs1)c1ccc2c(c1)OCCO2,-4,0,2,0,-28,1.3,1,-5,-1.1
COCCN1C(=NCCCOC(C)C)N[C@@H](c2ccccc2)C(C(=O)OC)=C1C,29,-7,6,62*,0,1,1.1,-3,-0.2
CCCCCCOc1ccc(C(=O)n2cnc(N)n2)cc1,11,7,0,28,-3,1,0.93,-2,0.5
O=C(COc1ccccc1)NC(=S)N1CCc2ccccc21,-3,5,-5,1,16,0.84,0.95,0,1.0

# Only MPTP block, for 2 of the compounds above:
structure	MPTP block
O=C(NC1CC1)c1ccc(Cl)c(S(=O)(=O)N2CCOCC2)c1	1.2
O=C(NCc1ccco1)c1ccccc1SCC(=O)N1CCCC1	-0.3

# (more compounds)
SMILES,APOBEC3G inh,mIAP block,ATG4B inh,A3A deaminase,hIAP inh,hIAP act,mIAP act,beta cell repl,MPTP block
CNC(=O)CN1C(=O)CSc2ncccc21,1,3,-7,3,-4,1,0.97,-1,0.4
CCC(=O)N1CCN(c2ccccc2NC(=O)c2cccs2)CC1,-4,-6,1,-2,-30,1.3,1.1,-2,-0.8
CC(=O)N[C@@H](Cc1c[nH]c2ccccc12)C(=O)OCc1ccc(C#N)cc1,-7,-3,-12,2,22,0.79,1,-2,0.8
CCc1c(C)nc(Nc2nc(C)c3cc(OC)ccc3n2)[nH]c1=O,7,12,-13,3,-78,1.8,0.88,1,0.2
Cc1cc(C)cc(NS(=O)(=O)c2ccc3c(c2)c(=O)n(C)c(=O)n3C)c1,-6,-10,-20,-8,-3,1,1.1,-2,1.2
Cn1c(=O)[nH]c(=O)c2c1[nH]c(=S)n2CCCc1ccccc1,-6,-3,3,-2,-32,1.3,1,0,-1.6
O=C(COC(=O)CNC(=O)c1ccc([N+](=O)[O-])o1)Nc1ncc(C(F)(F)F)cc1Cl,0,2,-2,3,4,0.96,0.98,-8,-0.6
COc1cccc2c(SCC(=O)N/N=C/c3ccccc3)cc(C)nc12,-6,13,-15,0,14,0.86,0.87,4,0.6
Cc1ccc(CNC(=O)Cc2csc(Nc3nc(=S)[nH]c4ccccc34)n2)cc1,-5,16,nt,1,-32,1.3,0.84,-1,nt
CCC(=O)Nc1ccc(N2CCCCC2)cc1,-5,2,5,-3,7,0.93,0.98,-3,9.8
Cc1ccc(S(=O)(=O)NCC23C=CC(O2)C2C(=O)N(c4ccccc4)C(=O)C23)cc1 (stereo not drawn),9,1,1,-1,-6,1.1,0.99,2,-7.0
O=C(NNC(=O)c1ccccc1OCc1ccccc1Cl)c1csc(N2CCOCC2)n1,-9,1,6,-3,-41,1.4,0.99,-7,-0.4

# Compounds shown so far that contain an aryl methoxy group (ten):
SMILES,APOBEC3G inh,mIAP block,ATG4B inh,A3A deaminase,hIAP inh,hIAP act,mIAP act,beta cell repl,MPTP block
COc1cccc(NC(=O)CN(C)C(=O)c2c(C)nn(CC(C)C)c2Cl)c1,2,-5,5,0,16,0.84,1.1,-2,-0.5
COc1cc(OC)c2ccc(=O)oc2c1C(CC(=O)N1CCCC1)c1ccc2c(c1)OCO2 (stereo not drawn),26,-2,-8,47*,-16,1.2,1,1,-0.3
COc1cccc(CC(=O)Nc2nc(-c3ccc(F)c(F)c3)cs2)c1,-5,-40,-7,0,4,0.96,1.4,-4,-2.1
COc1ccccc1NC(=O)COC(=O)c1cc2c(s1)CCC2,6,-1,3,56*,10,0.9,1,-1,1.5
COc1ccc2cc(/C=N/NC(=O)c3ccc(CN(c4ccc(C)c(C)c4)S(C)(=O)=O)cc3)c(Cl)nc2c1,0,10,0,-1,15,0.85,0.9,0,-0.7
CCOc1ccccc1OCC(=O)N/N=C(\C)Cc1ccc(OC)cc1,1,6,0,-1,-4,1,0.94,0,1.2
COc1ccc(OCC(=O)N2CC3(C)CC2CC(C)(C)C3)cc1 (stereo not drawn),-5,5,0,-2,11,0.89,0.95,-2,0.0
COc1ccc(Nc2nnc(C)c(=O)[nH]2)cc1,-6,5,0,-1,12,0.88,0.95,-2,2.9
CCc1c(C)nc(Nc2nc(C)c3cc(OC)ccc3n2)[nH]c1=O,7,12,-13,3,-78,1.8,0.88,1,0.2
COc1cccc2c(SCC(=O)N/N=C/c3ccccc3)cc(C)nc12,-6,13,-15,0,14,0.86,0.87,4,0.6

# High-throughput results deposited in PubChem BioAssay by Sanford-Burnham Center for Chemical Genomics.
